# Lipid storage S3: qHTS Assay for Lipid Storage Modulators in Drosophila S3 Cells | 320,000 tested, 0.64% active | Drosophila S3 cells, BODIPY lipid droplet fluorescence, 18-24 h; cells fed with added oleic acid | Potency in µM for hits, for the others lipid storage change, negative = inhibition, % at the top dose, mostly 46.1 µM; active means well fitted inhibition curve with a large enough effect in the signal ratio, with a control signal flat, not every such curve was filed as active; inconclusive means small, poorly fitted or top-dose-only effect, or effect the other way, or a change in a side signal; the % refers to the signal ratio
#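 Drosophila S3 cells loaded with oleic acid (400 uM, as added) and compounds at several concentrations; lipid droplets imaged by 488-nm laser-scanning cytometry, 500–530 nm intensity and object ratio to cell channel. Percent activity normalized to 20 uM Triacsin C.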
# Lipid storage S3 cell count max: further read-out of Lipid storage S3, marked with its call; cell number change, %; measured here: cell count max response;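 cells counted by Cell Tracker Red CMTPX staining in the red channel; peak over a dose series mostly up to 46.1 µM; percent activity relative to internal control wells on each plate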
# * marks the source's active call; other numbers are inactive results; i = inactive; ? = inconclusive; · = no result given; [ ] = another dose, or the depositor's remark. On the % scale 0 is the no-effect control and ±100 the full control effect; potency means the concentration at half of the fitted maximal effect.
# Preview:
mol,Lipid storage S3,Lipid storage S3 cell count max
COC(=O)c1ccc2c(c1)N(C)CCS2,9%,7
Cc1cc(NC(=O)CCC(=O)N(Cc2ccco2)C(C(=O)NCC2CCCO2)c2ccncc2)no1 (centres undefined),-19%,-17
O=C(CN(C(=O)CNS(=O)(=O)c1ccc(F)cc1)c1cccc(F)c1)NCC1CCCO1 (centres undefined),?,·

# The whole of this part, repeating the preview:
mol,Lipid storage S3,Lipid storage S3 cell count max
COC(=O)c1ccc2c(c1)N(C)CCS2,9%,7
Cc1cc(NC(=O)CCC(=O)N(Cc2ccco2)C(C(=O)NCC2CCCO2)c2ccncc2)no1 (centres undefined),-19%,-17
O=C(CN(C(=O)CNS(=O)(=O)c1ccc(F)cc1)c1cccc(F)c1)NCC1CCCO1 (centres undefined),?,·
CC1=CC(C)(C)NC(=S)N1c1cccc(C)c1,?,·
O=C(O)CCCn1cc(NC(=O)c2ccc(F)cc2)cn1,7%,0
CCOc1ccc(-c2cc(CCCC(=O)NCc3ccc(C)cc3)no2)cc1,?,·
N#Cc1ccccc1NC(=O)Nc1ccccc1,13%,-7
O=C(CN1CCCN(Cc2ccc(F)cc2Cl)C1=O)NC1CCCCCC1,?,·
O=C(NC1CCCCC1)C(c1ccc2ncccc2c1)N(Cc1ccc(F)cc1)C(=O)c1ccc2c(c1)OCCO2 (centres undefined),-2%,3
N#Cc1ccc(NC(=O)C2=COCCO2)cc1,?,·
CCOC(=O)c1cc(-c2ccc(F)cc2)nc2c1c(=O)[nH]c(=O)n2Cc1ccccc1,-7%,8
Fc1ccc(N2CCN(Cc3cn[nH]c3-c3ccccc3)CC2)cc1,-9%,-15
CCN(CC)Cc1cc(CCNC(=O)c2ccc(Cl)cc2)ccc1O,?,·
Cc1ccccc1NC(=O)/C(C#N)=C\c1cn(CC(=O)O)c2ccccc12,11%,6
COC(=O)[C@H]1Cc2c([nH]c3ccccc23)[C@H](c2ccccc2)N1,?,·
CCOc1ccc(NC(=O)CN(C)C(=O)COc2cccc3c2OC(C)(C)C3)cc1OCC,0%,-24
CC(=O)c1cc(-c2nc3ccccc3n2C)n(C)c1,20%,10
Cc1cccc(S(=O)(=O)Nc2ccc(-c3nc4ccc(C)cc4s3)cc2)c1,?,·
Cc1cc(C(=O)N/N=C/c2ccncc2)c(C)o1,1%,·
CN1CCN(C(=O)c2ccc3c(c2)OCCO3)CC1,-1%,-2

# As a short view, 4 of the compounds above.
mol,Lipid storage S3,Lipid storage S3 cell count max
CCOC(=O)c1cc(-c2ccc(F)cc2)nc2c1c(=O)[nH]c(=O)n2Cc1ccccc1,-7%,8
Fc1ccc(N2CCN(Cc3cn[nH]c3-c3ccccc3)CC2)cc1,-9%,-15
CCN(CC)Cc1cc(CCNC(=O)c2ccc(Cl)cc2)ccc1O,?,·
Cc1ccccc1NC(=O)/C(C#N)=C\c1cn(CC(=O)O)c2ccccc12,11%,6

# Next section.
mol,Lipid storage S3,Lipid storage S3 cell count max
COC(=O)C1=C(C)N(Cc2cccnc2)C(=O)C1,11%,6
COc1ccc(N(CC(=O)N/N=C/c2ccc(N(C)C)cc2)S(=O)(=O)c2ccccc2)cc1,?,·
Cc1ccc(S(=O)(=O)N2CCCCC2)cc1C(=O)N(C)CCOc1ccccc1,4%,2
c1ccc(CNc2nc(-c3cccs3)nc3ccccc23)nc1,?,·
Cc1cccc(NC(=O)C2CCN(S(=O)(=O)c3c(C)noc3C)CC2)c1,i,·
Cc1cccc(NS(=O)(=O)c2cccc(C(=O)N3CCCCCCC3)c2)c1,?,·
COc1ccc(NC(=O)c2cccnc2Nc2ccc(OC)cc2)cc1,-7%,14
COc1ccc(N(C2CSC2)S(=O)(=O)c2ccccc2)cc1,1%,3
COCCCNC(=O)CS(=O)(=O)Cc1nc(-c2ccccc2C)oc1C,?,·
O=C(CN1C(=O)S/C(=C\c2cccc(Cl)c2)C1=O)NC1C=CS(=O)(=O)C1 (centres undefined),?,·
C/C(=N\NC(=O)c1cc(-c2cccs2)nc2ccccc12)c1ccccn1,?,·
Cn1cccc1Cc1nnc(SCC(=O)Nc2ccc(F)cc2)n1-c1ccc(F)cc1,17%,3
Cn1c(=O)n(CC(N)=O)c2ccccc21,?,·
COc1ccc(Nc2nc(C)c3ccccc3n2)cc1,?,·
OC(CNC1CCCC1)COCCOc1ccc(Br)cc1 (centres undefined),4%,8
Cc1ccc(Cl)c(OCCCN(C)Cc2ccccc2)c1,?,·
Cc1ccccc1Cn1ccc(NC(=O)c2nn3cccnc3c2Cl)n1,?,·
O=C(O)[C@@H](c1ccccc1)N1Cc2ccccc2C1=O,?,·
Cc1ccc(OC(C)C(=O)N2CCc3ccccc32)cc1 (centres undefined),i,10
O=C(COC(=O)C12CC3CC(CC(C3)C1)C2)Nc1ncc(Cl)cc1Cl,?,·
COc1cccc(N(CC(=O)Nc2ccc3c(c2)OCO3)S(=O)(=O)c2ccccc2)c1,i,25
COC(=O)Cn1c2ccc(OC)cc2c2nc3ccccc3nc21,?,·
CC(C)N(C(=O)COC(=O)CNS(=O)(=O)c1ccccc1F)c1ccccc1,?,·
O=C(O)c1ccc(C2CCCCC2)cn1,?,·
O=C(c1ccc(OC2CCN(C(=O)c3cccnc3)CC2)cc1)N1CCCCCC1,-7%,2
O=C(NCc1ccccc1)c1ccco1,6%,3
O=c1cc(CNc2ccc(Br)cc2)nc2sccn12,?,·
COc1ccc(CCNc2nc(-c3ccccn3)cs2)cc1OC,-11%,-2
CCNS(=O)(=O)c1ccc(CCC(=O)N2CCC(C)CC2)cc1,?,·
CCOc1ccc(CCNC(=O)CCC(=O)Nc2ccc3nc(N4CCN(C)CC4)cc(C)c3c2)cc1OCC,-9%,-11
CN(C)CCNC(=O)C12CC3(C)CC(C)(CC(C)(C3)C1)C2,?,·
CCN1CCCC1CNC(=O)C1CCN(Cc2nc(-c3cccc(Br)c3)oc2C)CC1 (centres undefined),2%,5
O=C(Nc1ccc2c(c1)OCO2)C1CCN(S(=O)(=O)c2ccc3c(c2)OCCO3)CC1,27%,-12
Cc1ccc(NC(=O)C(=O)NCCN2CCN(C(=S)Nc3ccccc3)CC2)cc1,?,·
COc1ccc(S(=O)(=O)Nc2cccc(S(=O)(=O)NC3=NCCC3)c2)cc1[N+](=O)[O-],18%,·
Cc1ccc(-c2nnc3cccc(Cl)n23)cc1,?,·
CN=c1scc(C)n1/N=C/c1ccc(O)cc1O,?,·
COc1ccc(Nc2nc(-c3cccc(OC)c3O)nc3ccccc23)cc1,i,24
CCCCOC(=O)C1=C(C)Nc2ncnn2C1c1cc(OC)ccc1OC (centres undefined),1%,-2
O=C(CNC(=O)c1ccco1)Nc1ccncc1,23%,·
COc1ccc(C2=NOC(C(=O)N3CCCCCC3)C2)cc1OC (centres undefined),17%,3
COC(=O)c1ccc(CSc2nc(C(F)(F)F)c3c(c2C#N)CCC3)o1,?,·
CC(=O)c1cccc(NC(=O)C2CCCC2)c1,?,·
Cc1cc(C)c(S(=O)(=O)CCC(C)C)c(=O)[nH]1,-2%,7
Cc1ccccc1NC(=O)Cc1nnc(SCc2ccc(Cl)c(Cl)c2)n1C,?,·
Cn1cnc(S(=O)(=O)NC2CCN(Cc3ccccc3)CC2)c1,i,-8
Cn1c2ccccc2c2cnn(CC(=O)N3CCCCC3)c(=O)c21,?,·
COc1ccc(CCNC(=O)C2(C)CCC(=O)N2Cc2ccc(F)cc2Cl)cc1OC (centres undefined),-24%,·
Cc1cc(C)c(S(=O)(=O)Nc2cccc(/C=C/C(=O)O)c2)c(C)c1,?,·
CN(CC(=O)Nc1cccc(F)c1)CC(=O)N1CCc2ccccc21,?,·
COC(=O)C1CCN(C(=O)COC(=O)c2oc3ccccc3c2C)CC1,?,·
Cc1ccc(S(=O)(=O)/N=C2\C(=O)c3ccccc3C([O-])=C2n2cc[n+](CCC(C)C)c2)cc1,?,·
Oc1[nH]c(N=C2N=c3ccccc3=N2)c2ccccc12,?,·
O=C(NCC1COc2ccccc2O1)C1CCN(S(=O)(=O)c2ccc(Cl)cc2)CC1 (centres undefined),i,1
CC(=O)c1cccc(NS(=O)(=O)c2cc(OCC(N)=O)c(C)cc2Cl)c1,12%,6
COc1ccc(S(=O)(=O)N2CCCC(C(=O)NC3CCCCC3)C2)cc1 (centres undefined),i,-23
O=C(N/N=C/c1cc(O)ccc1[N+](=O)[O-])c1ccc2c(c1)OCCO2,?,·
Cc1ccc(-c2c3c([nH]c(=S)c2C#N)CCCC3)o1,12%,2
COc1ccc(NC(=S)NC2CCS(=O)(=O)C2)cc1 (centres undefined),?,·
O=C(O)CC(CNS(=O)(=O)c1cccc2nsnc12)c1ccccc1 (centres undefined),?,·

# (list continues)
mol,Lipid storage S3,Lipid storage S3 cell count max
CCOC(=O)c1c(CN2CCCCC2)n(C)c2cc(Br)c(O)c(CN(C)C)c12,13%[9.22 µM],4
O=C(Nc1ccccc1NC(=O)NC1CCCCC1)NC1CCCCC1,i,·
COc1ccc(C(C)(C)C)cc1NC(=O)Nc1ccc2c(c1)OCO2,?,·
N/C(Cc1ccc([N+](=O)[O-])cc1)=N\OC(=O)C1CCCCC1,?,·
CC1=CC(C)(C)N(C(=O)CSc2nccn2C)c2cc(C)ccc21,14%,-5
O=C(Cn1c(=O)n(-c2ccc(F)cc2)c(=O)c2sccc21)N1CCCC1,-5%,1
CCC(C)(C)C1CCC2(CC1)NC(=O)N(CC(=O)NCCc1c[nH]c3ccccc13)C2=O (centres undefined),?,·
COc1ccc2oc(C(=O)OC/C(O)=C(\C#N)c3nc4ccccc4[nH]3)c(C)c2c1,15%,-13
CCn1c(SCC(=O)c2ccc3c(c2)OCCO3)nnc1-c1ccco1,?,·
CCOc1ccc(CCN2C(=O)C(=O)N([C@H](CCCN(C)Cc3ccccc3)CNCc3ccccc3)C[C@@H]2C(C)C)cc1,?,·
O=C(NN1CCOCC1)c1ccc(S(=O)(=O)N2CCCCC2)cc1,7%,-2
CC(C)=CCC/C(C)=C/CC(C)(C)CNCCN1CCNCC1,-6%,·
Cc1cc2cc(CN(Cc3nnnn3C3CCCCC3)CC3CCCO3)c(=O)[nH]c2cc1C (centres undefined),?,·
Cc1cccc(NC(=O)CNC(=O)c2cccs2)n1,?,·
CCN(CC(=O)Nc1ccc(NC(C)=O)cc1)C(=O)/C=C/c1ccc(S(=O)(=O)N2CCCCCC2)cc1,?,·
COc1ccc(OCCC(=O)OCC(=O)NC(=O)NC(C)(C)C)cc1,?,·
COc1ccc(/C=C2\SC(=O)N(CCC(=O)Nc3ccccc3)C2=O)cc1OC,?,·
Nc1nnc(-c2ccccc2Cl)s1,?,·
CCN(Cc1ccccc1)c1c(C(=O)O)cnc2c1cnn2C,?,·
Cc1cc(C)cc(OC(=O)C23CCC(C)(C(=O)O2)C3(C)C)c1 (centres undefined),?,·
O=C(Nc1ccccc1N1CCCCC1)c1ccc(-c2ccc(Cl)cc2)o1,15µM*,1.4*
CCN(CC)C(=O)CSc1nc2ccccc2c(=O)n1CCC(=O)NCCc1ccc(OC)c(OC)c1,3%,-5
O=C(NCCO)C(=O)NCC1OCCCN1S(=O)(=O)c1cc(F)ccc1F (centres undefined),27%,1
Nc1nc2nonc2nc1N,?,·
CC(OC(=O)Cc1n[nH]c(=O)c2ccccc12)C(=O)Nc1cc(Cl)cc(Cl)c1 (centres undefined),?,·
O=[N+]([O-])c1ccc(CN2CCOCCOCCN(Cc3ccc([N+](=O)[O-])cc3)CCOCC2)cc1,1%,10
O=C(Cc1ccc(S(=O)(=O)N2CCOCC2)s1)NNC(=O)c1ccccc1Cl,?,·
COc1cc(C2C(C#N)=C(N)Oc3cc(C)n(CC4CCCO4)c(=O)c32)cc2c1OCO2 (centres undefined),?,·
CC(=O)NC12CC3CC(C1)CC(C(=O)NCc1ccc(C)cc1)(C3)C2,?,·
COC(C(=O)NC1CCCCCCC1)c1ccccc1 (centres undefined),?,·
CSC(=NC#N)N1CCN(c2ccccn2)CC1,?,·
O=C(c1cccs1)N1CCN(C/C=C/c2ccccc2)CC1,i,18
COc1ccc(NC(=O)C2CC2)cc1OC1CCCC1,12%,4
O=C(CCc1nc2ccccc2c(=O)[nH]1)OCc1cccc(C(F)(F)F)c1,-2%,-19
O=C(CSc1ncccn1)N/N=C/c1ccccc1[N+](=O)[O-],-5%,0
Cc1cccc(N2CCN(C(c3ccncc3)c3nnnn3C(C)(C)C)CC2)c1C (centres undefined),?,·
CN1CCN(/C=N/c2c(C#N)cnn2C)CC1,?,·
CCOC(=O)N1CCN(C(=O)c2cc3c(=O)[nH]c4ccccc4c3s2)CC1,13%,9
CC(C)N(Cc1ccccc1)C(=S)NCc1ccccc1,?,·
O=C(CC1C(=O)NCCN1Cc1ccc(F)cc1Cl)NCc1ccon1 (centres undefined),?,·
CC(=O)OCC(=O)[C@@]1(O)[C@H](C)C[C@H]2[C@@H]3CCC4=CC(=O)C=C[C@]4(C)[C@@]3(F)[C@@H](O)C[C@@]21C,-11%,-3

# This is a subset. The share of hits here may be higher or lower than overall.
